Screening results from PubChem BioAssay.
HePTP inhibitor – inhibitors of human HePTP phosphatase, primary screen, biochemical, absorbance, leukemia target. Tyrosine-protein phosphatase non-receptor type 7 (Homo sapiens), P35236. recombinant HePTP phosphatase activity, OD absorbance. inhibition, % at 20 µM. 110,000 tested, 0.64% active. AID 521, 2006; in the data active = inhibition above about 50%;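 note: plate controls were vehicle for no effect and reference inhibitor for full effect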
Target sequence (P35236 whole entry, looked up): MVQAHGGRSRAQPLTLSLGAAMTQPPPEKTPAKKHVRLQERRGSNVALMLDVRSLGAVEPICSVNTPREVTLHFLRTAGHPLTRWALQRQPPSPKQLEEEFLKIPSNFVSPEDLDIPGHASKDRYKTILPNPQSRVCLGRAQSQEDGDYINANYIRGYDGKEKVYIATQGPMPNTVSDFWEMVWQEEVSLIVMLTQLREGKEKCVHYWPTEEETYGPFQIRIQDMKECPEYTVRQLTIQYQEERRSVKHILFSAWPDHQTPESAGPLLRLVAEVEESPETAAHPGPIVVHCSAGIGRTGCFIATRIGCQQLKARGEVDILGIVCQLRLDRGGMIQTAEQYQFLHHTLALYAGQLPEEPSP
BAP1 inh – inhibitors of BAP1 deubiquitinase, primary screen, biochemical, Ub-AMC fluorescence, kinetic. activity remaining (% of control), % at 20 µM. AID 436, 2006. Ubiquitin carboxyl-terminal hydrolase BAP1 (Homo sapiens), Q92560. 72,000 tested, 0.48% active. recombinant BAP1, Ub-AMC hydrolysis fluorescence kinetic; active compounds read low;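 active = activity remaining at or below 50% of control, provided the compound also passes the data quality filters; inactive = the rest, including low values that fail the filters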;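 note: 100% = DMSO wells rate and 0% = substrate alone blank rate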
Target sequence (Q92560 whole entry, looked up): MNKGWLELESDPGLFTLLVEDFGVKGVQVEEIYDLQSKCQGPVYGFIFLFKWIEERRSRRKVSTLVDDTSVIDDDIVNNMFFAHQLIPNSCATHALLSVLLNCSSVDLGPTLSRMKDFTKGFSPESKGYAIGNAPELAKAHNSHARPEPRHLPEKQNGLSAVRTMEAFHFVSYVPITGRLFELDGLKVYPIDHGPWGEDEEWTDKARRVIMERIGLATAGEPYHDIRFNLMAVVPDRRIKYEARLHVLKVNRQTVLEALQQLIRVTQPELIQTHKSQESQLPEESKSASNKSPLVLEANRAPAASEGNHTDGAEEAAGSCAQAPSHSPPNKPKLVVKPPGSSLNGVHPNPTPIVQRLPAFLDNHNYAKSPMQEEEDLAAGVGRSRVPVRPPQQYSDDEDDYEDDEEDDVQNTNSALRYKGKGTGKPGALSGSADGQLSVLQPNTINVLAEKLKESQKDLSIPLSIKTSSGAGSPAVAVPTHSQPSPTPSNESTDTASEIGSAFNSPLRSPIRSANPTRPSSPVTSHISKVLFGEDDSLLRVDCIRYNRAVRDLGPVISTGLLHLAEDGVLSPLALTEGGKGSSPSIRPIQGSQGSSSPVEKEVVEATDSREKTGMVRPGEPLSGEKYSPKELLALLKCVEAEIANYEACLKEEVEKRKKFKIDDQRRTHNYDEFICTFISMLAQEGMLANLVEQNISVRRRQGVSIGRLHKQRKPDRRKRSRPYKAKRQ
Starred values were filed as active, the others as inactive; i = inactive; · = no result given.

Results follow in this order: HePTP inhibitor | BAP1 inh
CCOC(=O)Cc1csc(NC(=O)C2CCCCC2C(=O)O)n1 (stereo unspecified)
  2 | 77
COc1ccc(S(=O)(=O)N/N=C/c2ccc(OCCN3CCOCC3)c(OC)c2)cc1
  3 | ·
CCOc1ccccc1NC(=O)c1ccc([N+](=O)[O-])cc1
  11 | ·
COC(C#CC(C)(C)N(C)C)(c1ccccc1)c1ccccc1
  -9 | ·
COc1cc(C(=O)NCCC(=O)NCCCN2CCCCC2)cc(OC)c1OC
  6 | 128
COCc1nc2ccccc2n1CCOc1ccccc1OC
  8 | 100
COc1ccccc1NC(=O)C1=C(C)NC(=S)NC1c1cccc(Br)c1 (stereo unspecified)
  -7 | ·
CN(c1ccccc1C(=O)O)S(=O)(=O)c1ccc2c3c(cccc13)C(=O)N2
  40 | ·
N/C(Cc1ccc(Cl)cc1)=N\OC(=O)c1ccc(Cl)c([N+](=O)[O-])c1
  12 | ·
O=C(NCCCN1CCC(Cc2ccccc2)CC1)C1CCN(S(=O)(=O)N2CCOCC2)CC1
  -1 | 118
CCOc1ccccc1NC1=CC(=O)CC(c2ccccc2)C1 (stereo unspecified)
  6 | ·
CCOC(=O)c1cccc(NC(=O)CSc2nnc(CNc3ccc(C)cc3)n2CC)c1
  10 | 110
CN1CCN(CC#CC(C)(O)C2CC3C=CC2C3)CC1 (stereo unspecified)
  -8 | 101
CCOc1ccc(/C=C2/SC(=O)N(CN3CCOCC3)C2=O)cc1
  -1 | ·
CCOc1ccccc1NC(=O)C1=C(C)NC(=S)NC1c1cccc(Cl)c1 (stereo unspecified)
  · | 120
CCOC(=O)C(=O)CSc1ncnc2nc[nH]c12
  -8 | ·
O=C(CCCN1C(=O)c2ccccc2C1=O)NCCC1=CCCCC1
  7 | 95
O=C(NCc1ccc(F)cc1)c1nn2c(C(F)(F)F)cc(-c3cccs3)nc2c1Br
  · | 76
CC(=O)N1CCC2(CC1)C(C#N)=C(N)Oc1n[nH]c(C)c12
  7 | ·
O=C1CCc2cc(S(=O)(=O)N3CCC(C(=O)NCCC4=CCCCC4)CC3)ccc2N1
  0 | 94
Cc1ccc2nsnc2c1NC(=O)c1ccc(-c2cccc(Cl)c2)o1
  5 | ·
Cc1cccc(NCc2nc(SCC(N)=O)n[nH]2)c1
  -6 | 97
COc1ccc(-c2cn3c(C)c(C(=O)Nc4cccc(C)n4)sc3n2)cc1
  7 | 72
O=C(O)CCCCCn1c(SCC(=O)N2CCCC2)nc2ccsc2c1=O
  -4 | 97
O=S(=O)(c1cc(Cl)ccc1Cl)N1CCN(C/C=C/c2ccccc2)CC1
  -1 | ·
CC(=O)Nc1ccc(N/C=C/C(=O)c2ccco2)cc1
  2 | 107
COc1ccc(C2=NOC(C(=O)Nc3c(C)n(C)n(-c4ccccc4)c3=O)C2)cc1OC (stereo unspecified)
  -3 | 99
Cn1c(=O)c2c(nc(CN3CCN(C(=O)c4ccco4)CC3)n2CCCc2ccccc2)n(C)c1=O
  4 | 102
COC(=O)c1ccc(C)c(NS(=O)(=O)c2ccc(OC)cc2)c1
  -8 | ·
CC1(CCc2ccccc2)NC(=O)N(Cc2nnc(-c3ccccc3Br)o2)C1=O (stereo unspecified)
  4 | 72
CCCC(c1nnnn1CCC(C)C)N1CCC(C(N)=O)CC1 (stereo unspecified)
  5 | 86
CCC(=O)N1CCc2cc(S(=O)(=O)NCCCOC)ccc21
  5 | 68
Cc1ccc(OCCOCCN2CCC(C)CC2)cc1
  -10 | ·
Cc1c(-c2ccccc2)nc2ccccc2c1C(=O)Nc1ccc(N(C)C)cc1
  -3 | ·
Cc1ccc(S(=O)(=O)c2c(N)n(CCN3CCOCC3)c3nc4ccccc4nc23)cc1C
  2 | ·
CCOc1ccccc1NC(=O)c1ccccc1-c1nc(-c2ccccc2OC)no1
  3 | 105
CN1CCC(N(C)C(=O)COc2ccccc2-c2ccccc2)CC1
  5 | 115
CC(C)(C)N1C(=O)c2ccc(C(=O)NCc3ccco3)cc2C1=O
  3 | 149
Nc1ccc(C(=O)Nc2cccc(O)c2)cc1
  5 | ·
O=C(CCCOc1ccccc1)Nc1ccc(OCc2ccccc2)cc1
  3 | ·
Cc1nccn1S(=O)(=O)c1ccc(Br)cc1
  4 | ·
CN(C)c1nc(N)nc(CSc2nnnn2-c2cccc3ccccc23)n1
  11 | 152
CC1Cc2ccccc2N1C(=O)COC(=O)Cn1cnc2ccccc2c1=O (stereo unspecified)
  9 | 134
CCOC(=O)c1ccccc1NC(=O)c1cc(OC)cc(OC)c1
  -11 | ·
COc1ccc(C(O)CNc2ccc(C)cc2)cc1 (stereo unspecified)
  7 | 90
CCCC(NC(=O)c1ccccc1)C(=O)OCC(=O)Nc1nnc(C)s1 (stereo unspecified)
  11 | ·
NCCc1nnc(SCc2ccc(F)cc2)o1
  5 | 98
COc1ccc2c(c1OC)C(=O)OC2Nc1ccc(Br)cc1 (stereo unspecified)
  -1 | ·
CCc1nnc(NC(=O)CCN2C(=O)c3ccccc3S2(=O)=O)s1
  12 | 127
Cc1cc(NC(=O)Cc2cn3ccsc3n2)n(-c2ccccc2)n1
  -2 | 108
CCOC(=O)c1c(OCC)[nH]c2c1cc(O)c1ccccc12
  -2 | 81
COC(=O)c1cc(OC)c(OC)cc1NC(=O)c1ccccc1
  7 | 83
Cc1cc(C)c(C)c(S(=O)(=O)Nc2ccc(O)cc2)c1C
  7 | 69
CC(=O)c1cccc(N2C(=O)C3C(C2=O)C2(C)c4ccccc4C3(C)c3ccccc32)c1 (stereo unspecified)
  7 | ·
COc1ccccc1N1CCN(C(=O)c2ccc(C)c(C)c2)CC1
  2 | ·
Cc1ccc(C(=O)N/C(=C\c2cccs2)C(=O)NCc2ccncc2)cc1
  7 | ·
CCCSc1nnc2n(C)c(=O)c3c4c(sc3n12)CCC4
  9 | 160
Cc1ccc(C(=O)Nc2nc(C34CC5CC(CC(C5)C3)C4)cs2)cc1
  · | 122
C/C=C/Cn1c(SCc2ccc(C)cc2)nc2c1c(=O)[nH]c(=O)n2C
  4 | 104
Nc1nnc(SCc2ccc(F)cc2)s1
  1 | 101

7 records picked at random from those above, as already listed:
Results follow in this order: HePTP inhibitor | BAP1 inh
COc1ccccc1N1CCN(C(=O)c2ccc(C)c(C)c2)CC1
  2 | ·
COC(=O)c1cc(OC)c(OC)cc1NC(=O)c1ccccc1
  7 | 83
Cc1cccc(NCc2nc(SCC(N)=O)n[nH]2)c1
  -6 | 97
COc1cc(C(=O)NCCC(=O)NCCCN2CCCCC2)cc(OC)c1OC
  6 | 128
CCOC(=O)C(=O)CSc1ncnc2nc[nH]c12
  -8 | ·
O=S(=O)(c1cc(Cl)ccc1Cl)N1CCN(C/C=C/c2ccccc2)CC1
  -1 | ·
CN(C)c1nc(N)nc(CSc2nnnn2-c2cccc3ccccc23)n1
  11 | 152

Other compounds follow.
Results follow in this order: HePTP inhibitor | BAP1 inh
COc1ccccc1C(=O)Nc1nc(-c2ccccc2)c(-c2ccc([N+](=O)[O-])cc2)s1
  -15 | ·
COc1cccc(NC(=O)CSc2nnc(C)s2)c1
  0 | 91
Cn1c(=O)c2c(nc(CN3CCN(c4cccc(Cl)c4)CC3)n2CCc2ccccc2)n(C)c1=O
  · | 123
Cc1ccc2c(NC(=O)c3ccccc3F)cccc2n1
  1 | ·
Cc1nc(NC(=O)C2C3CCC(C3)C2C(=O)O)sc1-c1ccccc1 (stereo unspecified)
  -2 | ·
CC1CCN(C(=O)C(C(C)C)N2C(=O)c3ccccc3C2=O)CC1 (stereo unspecified)
  9 | 116
CC(C)(Oc1ccc(Cl)cc1)C(=O)NCCCn1ccnc1
  1 | 97
CN(C)CCN1C(=O)C(=O)/C(=C(/O)c2ccccc2)C1c1ccc(O)cc1 (stereo unspecified)
  11 | ·
C=C(C)CNC(=S)Nc1sc2c(c1C(=O)OCC)CC(C)(C)OC2
  -2 | ·
Cc1cc(NO)nc(-c2ccc(Br)cc2)n1
  1 | 89
CN1C(=O)NC(=O)/C(=C/c2cc3c(cc2Br)OCO3)C1=O
  -2 | ·
C=CCNC(=O)c1cccc(Br)c1
  6 | 95
CC1CC(C)(C)N(C(=O)CN2C(=O)c3ccccc3C2=O)c2ccccc21 (stereo unspecified)
  -7 | ·
O=C(COc1ccc(S(=O)(=O)N2CCCC2)cc1Cl)Nc1ccc2c(c1)OCO2
  -5 | ·
Cc1ccc(/C=N/n2cnnc2)cc1[N+](=O)[O-]
  0 | ·
COc1cc(Cl)c(S(=O)(=O)N2CCN(Cc3ccc4c(c3)OCO4)CC2)cc1Cl
  -4 | 103
CC(NC(=O)C12CC3CC(CC(C3)C1)C2)C(=O)NC1CCCCC1 (stereo unspecified)
  4 | ·
COc1ccccc1OCCCCOc1c(C)cccc1C
  2 | ·
OCCn1c(CSc2nnc(-c3ccco3)n2-c2ccccc2)nc2ccc(Cl)cc21
  7 | 120
CCOc1nc(-c2ccc(OC)cc2)ccc1-c1noc(-c2cc(OC)c(OC)c(OC)c2)n1
  5 | 190
O=[N+]([O-])c1cccc(S(=O)(=O)NC2C3CC4CC(C3)CC2C4)c1 (stereo unspecified)
  -6 | ·
C=CCN1C(=O)/C(=C\c2ccc(-c3cc(Cl)cc(Cl)c3)o2)SC1=S
  -11 | ·
Cc1cc(S(=O)(=O)NCCN(C)C)c(C)s1
  8 | 97
O=C(Nc1ccc(F)cc1)c1cc([N+](=O)[O-])ccc1Br
  0 | ·
O=C(CSc1nc2ccccc2[nH]1)c1ccco1
  4 | 95
Cc1cc(CCC(=O)O)c(C)cc1CCC(=O)O
  5 | 82
Cc1ccnc(NS(=O)(=O)c2ccc(NS(=O)(=O)c3cccs3)cc2)n1
  -6 | 99
CC(C)(C)NC(=O)c1ccc2c(c1)N(CC(=O)N1CCN(c3ccccc3F)CC1)C(=O)C(C)(C)O2
  1 | 92
COc1ccc2c(c1)C1C=CCC1C(C(=O)O)N2 (stereo unspecified)
  102* | ·
COC(=O)c1[nH]c2cccc(OC)c2c1NC(=O)CN1CC2(C)CC1CC(C)(C)C2 (stereo unspecified)
  1 | 83
CC(=O)c1ccc(NC(=O)CCC(=O)OCC(F)(F)C(F)F)cc1
  12 | 89
CCOc1ccccc1C(=O)Nc1ccc(S(=O)(=O)N2CCCCC2C)cc1 (stereo unspecified)
  · | 181
O=C(Nc1ccc(Cl)cc1)Nc1nnc(-c2cccc(F)c2)s1
  -12 | ·
COc1ccc2ccccc2c1/C=N/c1oc(C)c(C)c1C#N
  6 | ·
O=c1[nH]c(-c2cc(Cl)ccc2O)nc2sc3c(c12)CCCC3
  7 | ·
COC(=O)Cc1c(C)c2cc(Cl)c(OC(=O)c3ccco3)cc2oc1=O
  -9 | i
Cc1nnc2n(-c3ccccc3)c(=O)c3c4c(sc3n12)COC(C)(C)C4
  8 | 55
Oc1cc(O)c2c(c1)O[C@H](c1ccc(O)c(O)c1)[C@@H](O)C2
  · | 90
CC1CCC(C(=O)NC(C(=O)NCCCN2CCOCC2)C(C)C)CC1 (stereo unspecified)
  4 | 98
O=C(NCc1ccccc1)c1c(F)c(F)c(F)c(F)c1F
  -3 | 83
O=C(NNc1ccc(F)cc1)C(O)(c1ccccc1)c1ccccc1
  2 | ·
O=C(CSc1ccccc1C(=O)O)Nc1cccc(C(=O)O)c1
  3 | 97
Brc1ccc(-c2nn3c(-c4ccccn4)nnc3s2)o1
  9 | 102
O=C1c2cccnc2C(O)N1Cc1ccccc1 (stereo unspecified)
  1 | 104
N#Cc1nc(COc2ccccc2)oc1NCCCn1ccnc1
  9 | 92
CC1(C)CC(=O)C=C(Nc2ccc(O)cc2)C1
  10 | ·
O=c1[nH]c(=S)n(-c2cccc(Cl)c2)c(O)c1/C=C1/C=CC=N1
  17 | ·
COC(=O)C1=C(C)Nc2ncnn2C1c1ccc(C)o1 (stereo unspecified)
  1 | 90
CCCN1C(=O)c2cc(C(=O)NC3CCCC3)ccc2C1O (stereo unspecified)
  8 | 96
CCOC(=O)c1ccc(NC(=O)c2ccc(C(=O)Nc3ccc(C(=O)OCC)cc3)cc2)cc1
  -1 | ·
Cc1cc(=O)[nH]c(Nc2cccc(C(F)(F)F)c2)n1
  -10 | 103
O=C(NCc1ccco1)C1CCCN(S(=O)(=O)c2ccc(-n3cnnn3)cc2)C1 (stereo unspecified)
  8 | 102
Cc1cccc(N2CCN(C(=O)c3ccncc3)CC2)c1C
  8 | 116
COc1ccc(OC)c(C2CC(=O)N3CN(c4cccc(Cl)c4)CSC3=C2C#N)c1 (stereo unspecified)
  -6 | 62
O=C(Nc1ccc(Cc2ccc(NC(=O)N3CCOCC3)cc2)cc1)N1CCOCC1
  0 | 100
CN(C)CCNC(=O)c1ccc(COCC(F)(F)F)cc1
  16 | 97
CCCNC(=O)CN(C)C(=O)c1n[nH]c2ccccc12
  10 | 117
COC(=O)c1cc(NC(=O)Cn2c(=O)cnc3ccccc32)cc(C(=O)OC)c1
  0 | ·
COc1ccccc1CC(=O)Nc1ccc(F)cc1F
  -5 | ·
COCC(=O)Nc1cc(OC)ccc1OC
  6 | 129
CN(Cc1ccccc1)c1nc2c(c(=O)[nH]c(=O)n2C)n1CCCc1ccccc1
  -3 | 93

In another format: entries from further up.
SMILES | HePTP inhibitor | BAP1 inh
CCCNC(=O)CN(C)C(=O)c1n[nH]c2ccccc12 | 10 | 117
CCCN1C(=O)c2cc(C(=O)NC3CCCC3)ccc2C1O (stereo unspecified) | 8 | 96
CCCC(NC(=O)c1ccccc1)C(=O)OCC(=O)Nc1nnc(C)s1 (stereo unspecified) | 11 | ·
Cc1ccc2nsnc2c1NC(=O)c1ccc(-c2cccc(Cl)c2)o1 | 5 | ·

Whole records, quoted from the list.
CCCNC(=O)CN(C)C(=O)c1n[nH]c2ccccc12 in the list: HePTP inhibitor: 10; BAP1 inh: 117
COC(=O)C1=C(C)Nc2ncnn2C1c1ccc(C)o1 (stereo unspecified) in the list: HePTP inhibitor: 1; BAP1 inh: 90
